All columns: NCI-60 one-dose screen, growth in % after 48 h at 10 µM unless noted; 100 = growth as untreated, 0 = no growth, -100 = all killed.
UACC-257 = UACC-257 melanoma. AID 1794764. hit rate 4.4% among 78,000
HOP-92 = HOP-92 NSCLC cells; hit rate 6.3% among 71,000; AID 1794738
M14 = M14 melanoma; hit rate 6.2% among 80,000; AID 1794745
EKVX = EKVX NSCLC; hit rate 3% among 71,000; AID 1794765
HOP-62 = HOP-62 NSCLC. hit rate 3.9% among 80,000. AID 1794735
MALME-3M = MALME-3M melanoma. hit rate 5.8% among 78,000
UACC-62 = UACC-62 melanoma | hit rate 5.4% among 81,000
A549/ATCC = A549/ATCC NSCLC; hit rate 3.7% among 81,000
* marks the source's active call; other numbers are inactive results; · = not tested or not shown; & = joins results of further samples. The calls were made as follows: active = growth percent below 10; inactive = the rest. A portion of the library; rates above refer to the full screens.

1) CCC1(Oc2ccccc2)C(=O)NC(=O)NC1=O
2) OC1CCCCC1N1CCC(c2ccccc2)CC1 (stereo not given)
3) NN=C(N)N
4) Cn1c(=O)c2c(nc(-c3ccc(N(CCCl)CCCl)cc3)n2C)n(C)c1=O
5) CC(=O)OCC(=O)OC1CCC2C3CCC4=CC(=O)CCC4(C)C3CCC12C (stereo not given)
6) CCN(CC)/C(N)=N\c1nc(C)c2cc(Cl)ccc2n1
assay / entry	1	2	3	4	5	6
M14	118&110	106	107	104	100	91
HOP-92	88&100	·	114	79	84	98
A549/ATCC	91&91	106	109	90	102	96
MALME-3M	114&112	103	114	·	·	93
HOP-62	105&108	·	124	111	114	87
UACC-257	110&93	109	106	112	111	105
EKVX	96	104	105	98	·	·
UACC-62	112&94	115	105	76	95	101

Single records (already shown). Values in the order: M14 | HOP-92 | A549/ATCC | MALME-3M | HOP-62 | UACC-257 | EKVX | UACC-62
CC(=O)OCC(=O)OC1CCC2C3CCC4=CC(=O)CCC4(C)C3CCC12C (stereo not given) as listed: 100 | 84 | 102 | · | 114 | 111 | · | 95
CCC1(Oc2ccccc2)C(=O)NC(=O)NC1=O as listed: 118&110 | 88&100 | 91&91 | 114&112 | 105&108 | 110&93 | 96 | 112&94
CCN(CC)/C(N)=N\c1nc(C)c2cc(Cl)ccc2n1 as listed: 91 | 98 | 96 | 93 | 87 | 105 | · | 101
OC1CCCCC1N1CCC(c2ccccc2)CC1 (stereo not given) as listed: 106 | · | 106 | 103 | · | 109 | 104 | 115

(listing goes on)
7) CN(C)c1ccccc1
8) Cc1ccc(-n2c(=S)[nH]c3ccccc3c2=O)cc1F
9) CC(C)(C)n1cc(C(=O)c2ccccc2)cc1-c1ccccc1
10) S=P(c1ccccc1)(N1CC1)N1CC1
11) CCCCNP(=O)(Oc1ccccc1)Oc1ccccc1
12) O=S(c1ccc(Cl)cc1)c1ccc(Cl)cc1
assay / entry	7	8	9	10	11	12
M14	108	120	80	103	101	102
HOP-92	93	91	99	103	81	98
A549/ATCC	107	96	70	93	90	102
MALME-3M	113	109	114	105	130	103
HOP-62	100	88	80	102	106	102
UACC-257	101	102	90	96	100	109
EKVX	110	98	99	113	97	105
UACC-62	96	109	63	96	74	110

13) C=C(C(=O)OC1CC2CCC(C1)[N+]2(C)[O-])c1ccccc1 (stereo not given)
14) c1ccc2nc3c(cc2c1)CNC3
15) Nc1cccc(SC2CC(=O)N(c3ccc(Cl)cc3C(=O)c3ccccc3)C2=O)c1 (stereo not given)
16) O=C(Nc1ccc(Cl)cc1)N1CC1
17) CO[C@@H](c1ccccc1Cl)[C@H](C)OC(N)=O
18) Cc1ccc(OP(Oc2ccc(C)cc2)Oc2ccc(C)cc2)cc1
assay / entry	13	14	15	16	17	18
M14	110	91	89	106&113	90	·
HOP-92	102	82	54	90&107	·	103
A549/ATCC	93	97	90	102&104	98	100
MALME-3M	135	97	103	101	94	106
HOP-62	90	89	103	99&113	96	96
UACC-257	90	84	109	121&118	92	99
EKVX	118	95	·	94&122	100	105
UACC-62	107	92	65	97&74	93	94

19) CC1=C2C(=O)[C@H]3[C@@H](CC=C4C[C@@H](O)CC[C@@]43C)[C@@H]2CC[C@]12O[C@@H]1C[C@H](C)CN[C@H]1[C@H]2C
20) COc1ccc2c(c1)c(C1(O)CC(CSC#N)OC1=O)cn2C(=O)c1ccc(Cl)cc1 (stereo not given)
21) CN1CC(=O)[C@@H]2C[C@@]23c2cccc4[nH]cc(c24)C[C@@H]13
22) CC(N)C(O)c1ccc(O)cc1 (stereo not given)
23) C[N+](C)(C)CC1CCCC1
24) O=C1C2C3CCC(O3)C2C(=O)N1CCO (stereo not given)
assay / entry	19	20	21	22	23	24
M14	93	96	111	102	102	107
HOP-92	·	109	127	73	·	·
A549/ATCC	90	99	109	101	102	98
MALME-3M	85	82	109	100	104	97
HOP-62	51	104	97	100	98	111
UACC-257	104	96	116	104	96	103
EKVX	94	90	103	101	·	105
UACC-62	112	89	96	102	104	99

Some of the entries so far, bar-delimited:
no. | molecule | M14 | HOP-92 | A549/ATCC | MALME-3M | HOP-62 | UACC-257 | EKVX | UACC-62
23 | C[N+](C)(C)CC1CCCC1 | 102 | · | 102 | 104 | 98 | 96 | · | 104
22 | CC(N)C(O)c1ccc(O)cc1 (stereo not given) | 102 | 73 | 101 | 100 | 100 | 104 | 101 | 102

Continuation:
25) CN1C(=O)C(=Cc2cn(C(=O)c3ccccc3)c3ccccc23)C(=O)N(C)C1=O
26) Fc1c[c-]c(-c2ccccn2)c(F)c1.[CH3-].[Pt+2].c1ccc([PH+](c2ccccc2)c2ccccn2)cc1
27) O=C1CCCCC1CN1CCCCC1 (stereo not given)
28) COC(=O)CCP(CCC(=O)OC)c1ccccc1
29) Cc1cccc(-c2nc3c(s2)CC[C@@]2(C)C3=CC[C@@H]3[C@@H]2CC[C@]2(C)C(=O)CC[C@@H]32)c1
30) CC1([N+](=O)[O-])COP(=O)(Nc2ccc(Cl)cc2)OC1 (stereo not given)
assay / entry	25	26	27	28	29	30
M14	91	-30*	109	101	103	81
HOP-92	102	-26*	97	109	112	91
A549/ATCC	99	12	95	97	103	91
MALME-3M	92	-76*	86	·	106	100
HOP-62	84	22	93	111	109	·
UACC-257	99	0.9*	96	100	109	105
EKVX	93	4.9*	104	94	109	101
UACC-62	86	-31*	99	98	94	70

31) COC1=C(C)C(=O)C2=C(C1=O)C(CO)N1C(C#N)C3CC4C(C1C2N1CCOC41)N3C (stereo not given)
32) CC(=O)[O][Hg][c]1ccccc1
33) CN(C)C(OCCCC(=O)O)C(Cl)(Cl)Cl (stereo not given)
34) NC(=O)NC(=O)CI
35) CC(=O)[O][Hg][CH2]C1(C)COC(C)([CH2][Hg][O]C(C)=O)CO1 (stereo not given)
36) C=CC(COC(C)=O)N1CC1 (stereo not given)
assay / entry	31	32	33	34	35	36
M14	-86*	-90*	111	89	39	106
HOP-92	·	-95*	105	·	·	89
A549/ATCC	-3.6*	·	95	99	·	100
MALME-3M	-97*	-88*	109	-44*	·	113
HOP-62	-42*	-88*	111	109	120	97
UACC-257	2.6*	·	91	79	94	102
EKVX	0.2*	-36*	·	·	58	99
UACC-62	-81*	-69*	99	87	96	108

Given as tab-separated lines: part of the list above.
no.	Molecule	M14	HOP-92	A549/ATCC	MALME-3M	HOP-62	UACC-257	EKVX	UACC-62
35	CC(=O)[O][Hg][CH2]C1(C)COC(C)([CH2][Hg][O]C(C)=O)CO1 (stereo not given)	39	·	·	·	120	94	58	96
36	C=CC(COC(C)=O)N1CC1 (stereo not given)	106	89	100	113	97	102	99	108

(listing goes on)
37) O=[N+]([O-])c1csc([N+](=O)[O-])c1
38) C1CCC2CNCC2C1 (stereo not given)
39) CCOP(=S)(OCC)Oc1ccc(Sc2ccc(OP(=S)(OCC)OCC)cc2)cc1
40) CCOC(=O)C1CCC2(CC1)OOC1(O2)C2CC3CC(C2)CC1C3 (stereo not given)
assay / entry	37	38	39	40
M14	105	108	107	85
HOP-92	102	78	86	108
A549/ATCC	94	96	99	90
MALME-3M	120	130	95	94
HOP-62	104	107	97	98
UACC-257	79	96	98	94
EKVX	103	109	·	101
UACC-62	99	119	105	101

Screening results as filed in PubChem BioAssay.
